# Abeta yeast res – compounds reversing amyloid beta toxicity in yeast | yeast expressing A-beta42, growth rescue, OD600, 48 h; response scale: 0% DMSO, 100% iron-clioquinol control | Potency, µM (titrated, usually from 46.1 µM), for inactives: top-dose growth rescue, most hits filed as activators | 0.063% of 410,000 active; also: potency is read from the fitted curve at half-maximal effect; nearly all actives have a fitted effect of over 55% in size
#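 Growth rescue measured by 600 nm absorbance after 48 h yeast culture at 30 C with compound. Values normalized between DMSO and an equimolar ferric chloride plus clioquinol control.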
# GLP-1R inv ag – acts as inverse agonist at human GLP-1 receptor. P43220. HEK293 GLP-1R CRE-luciferase, luminescence, 24 h; GLP-1R form is constitutively active. Potency, µM (titrated, usually from 38.3 µM), for the others: top-dose activity change, negative = inhibition, actives largely listed as inhibitors. 1.6% of 410,000 active; also: potency is read from the fitted curve at half-maximal effect; % is scaled to controls: 0 for no effect and ±100 for the full control effect; nearly all actives have a fitted effect of over 55% in size
# Target sequence (P43220 whole entry, looked up): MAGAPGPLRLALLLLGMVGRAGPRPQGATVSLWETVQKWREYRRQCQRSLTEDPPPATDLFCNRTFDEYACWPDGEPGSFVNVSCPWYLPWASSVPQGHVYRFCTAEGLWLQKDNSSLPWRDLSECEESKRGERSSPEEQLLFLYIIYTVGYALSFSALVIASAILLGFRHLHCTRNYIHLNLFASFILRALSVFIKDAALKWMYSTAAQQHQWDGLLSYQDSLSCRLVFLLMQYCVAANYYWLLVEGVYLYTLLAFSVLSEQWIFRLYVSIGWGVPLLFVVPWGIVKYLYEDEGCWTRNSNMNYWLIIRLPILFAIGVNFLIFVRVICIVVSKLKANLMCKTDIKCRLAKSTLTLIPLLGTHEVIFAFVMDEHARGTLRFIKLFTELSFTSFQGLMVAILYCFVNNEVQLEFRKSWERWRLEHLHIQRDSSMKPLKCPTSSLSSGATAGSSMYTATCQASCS
#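 HEK293 cells stably co-expressing constitutively active GLP-1R and a cAMP-responsive luciferase reporter were seeded in DMEM with 10% Nu serum, given compounds after 12 h, and incubated 24 h at 37 deg C. Luminescence was then read.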
# FUS suppressor – FUS proteinopathy suppression in yeast. S. cerevisiae FUS-expressing, growth rescue, OD600, 24 h. Potency, µM (titrated, usually from 76.6 µM), for inactives: at the top dose growth rescue (activation), hits mostly activators. 0.24% of 390,000 active. AID 1347120;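 also: potency is read from the fitted curve at half-maximal effect; plate controls were DMSO vehicle for no effect and reference control for full effect; nearly all actives have a fitted effect of over 55% in size; some results filed as inactive show a strong effect at the top dose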
#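 Yeast FUS proteinopathy model; galactose-induced FUS (2%), starting OD 0.005. Cpds in dilution series, 24hr, 30C, 99% humidity. Abs 600 nm growth. Pos ctrl CP55940 (top 92uM final); neg ctrl DMSO.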
# PTHR1 agonist – PTHR1 (human) receptor agonism | Q03431 | 0.075% of 410,000 active | Potency, µM (highest dose often 115 µM), for the others: at the top dose activation, hits mostly activators | HEK293 GP2 PTHR1 cells, GloSensor cAMP luminescence, 1 h; also: potency is read from the fitted curve at half-maximal effect; nearly all actives have a fitted effect of over 55% in size; some results filed as inactive show a strong effect at the top dose; inactives centre near -15; many of its hits are not listed in these tables
# Target sequence (Q03431 whole entry, looked up): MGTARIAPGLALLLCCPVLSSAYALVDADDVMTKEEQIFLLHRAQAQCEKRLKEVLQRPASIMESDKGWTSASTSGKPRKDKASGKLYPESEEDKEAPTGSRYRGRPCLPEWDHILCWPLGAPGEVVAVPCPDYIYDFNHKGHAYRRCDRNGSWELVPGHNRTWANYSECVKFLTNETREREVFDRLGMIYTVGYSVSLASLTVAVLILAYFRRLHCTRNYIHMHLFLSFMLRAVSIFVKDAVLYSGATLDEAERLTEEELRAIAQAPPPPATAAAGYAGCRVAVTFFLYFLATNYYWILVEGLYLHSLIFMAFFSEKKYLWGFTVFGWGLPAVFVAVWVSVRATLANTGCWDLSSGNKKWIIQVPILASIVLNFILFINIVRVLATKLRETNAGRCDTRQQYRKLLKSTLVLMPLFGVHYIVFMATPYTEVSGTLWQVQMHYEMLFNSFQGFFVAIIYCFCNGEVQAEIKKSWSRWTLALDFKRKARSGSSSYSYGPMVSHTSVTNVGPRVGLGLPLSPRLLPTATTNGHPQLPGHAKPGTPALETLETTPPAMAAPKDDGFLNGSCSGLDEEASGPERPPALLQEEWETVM
#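 HEK-293-derived GP2 cells expressing PTHR1 and a GloSensor cAMP reporter, 3,000/well, plated overnight, given luciferin plus IBMX (each 0.5 mM as added) for 1 h at 37 °C, then compound for 1 h at 37 °C. Luminescence was read after 15 min at room temperature.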
# aSyn yeast inh – alpha-synuclein toxicity inhibition in yeast; AID 652106; Yeast expressing alpha-synuclein, growth rescue, BacTiter-Glo, 24 h; 0.14% of 370,000 active; Potency, µM (doses to about 46.1 µM), for inactives: at the highest dose growth rescue (activation), most hits filed as activators; also: potency is read from the fitted curve at half-maximal effect; % of control where 0% means no effect; nearly all actives have a fitted effect of over 65% in size
#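 Screening used galactose-induced yeast with toxic alpha-synuclein levels, exposed to compound for 24 hr at 30 deg C. Cell growth, read with BacTiter-Glo luminescence, gave the measured signal.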
# Akt phos inh – inhibitors of Akt phosphorylation; 0.32% of 360,000 active; Neuro2A IGF-stimulated pAkt S473 HTRF, 20 min; active compounds read low; activity change, % for hits at 50 µM; AID 651550; in the data active = activity change below about -80%; inconclusive = mostly about -51% to -80%; also: % is scaled to controls: 0 for no effect and ±100 for the full control effect
#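 Neuro2A cells (4,500/well, DMEM with 0.5% FBS) were treated with compound at a single 50 µM final concentration, stimulated with 6 nM IGF for 20 min at 37 °C, and lysed. Phospho-Akt Ser473 was read by HTRF as 665/615 ratio ×10^4.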
# TDP43 rescue – TDP-43 toxicity inhibition in yeast. TDP-43 expressing yeast growth rescue, BacTiter-Glo, 24 h. Potency, µM (series often up to 46.1 µM), for inactives: at the highest dose growth rescue (activation), actives largely listed as activators. 1.8% of 410,000 active; also: potency is read from the fitted curve at half-maximal effect; % of control where 0% means no effect; nearly all actives have a fitted effect of over 50% in size
#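 Readout is BacTiter-Glo luminescence of cell growth, so inhibitors register as activators. TDP-43-expressing yeast at OD600=0.02 in galactose medium, after raffinose pregrowth to mid-log, were incubated with compound for 24 hr at 30 deg C.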
# Mm-Cpn inhibitor – M. maripaludis TRiC chaperonin inhibition. purified Mm-Cpn ATPase, ADP Transcreener TR-FRET. Potency, µM (series often up to 76.9 µM), inactives show top-dose activity, negative = inhibition, most hits filed as inhibitors. 0.031% of 330,000 active; also: potency is read from the fitted curve at half-maximal effect; % is scaled to controls: 0 for no effect and ±100 for the full control effect; nearly all actives have a fitted effect of over 80% in size
#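 25 nM Mm-CPN + cpd, 10 min 37°C; + 10 uM ATP, 30 min 37°C; buffer 30 mM Tris pH 7.4, 100 mM KCl, 5 mM MgCl2, 1 mM DTT; Transcreener ADP HTRF detection 30 min RT.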
# HEK293 tox – cytotoxicity in counter-screen for GLP-1R inverse agonists. HEK293 cAMP-luciferase reporter cells, luminescence, 24 h. 0.13% of 410,000 active. AID 624418. Potency, µM (doses to about 38.3 µM), for inactives: at the highest dose activity change, negative = inhibition, hits mostly inhibitors;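 also: loss of luciferase light is scored as toxicity; potency is read from the fitted curve at half-maximal effect; % is scaled to controls: 0 for no effect and ±100 for the full control effect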
#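 Here, cytotoxicity is scored as loss of luminescence. The MLSMR collection was tested on cells seeded in medium containing 10% Nu serum, with a 24 hr compound exposure preceded by 12 hours of culture.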
# An asterisk follows results filed as active; i = inactive; ? = inconclusive; / = no result given; [ ] = another dose, or the depositor's remark. Unless noted, calls follow the shape of the dose curve; as a rule, active = well fitted curve in the direction sought with a large enough effect; inconclusive = small, poorly fitted or top-dose-only effect, or another doubt; inactive = no such curve, though single readings can be large; an effect the other way counts as inactive or inconclusive. The list is partial; rates above refer to the full screens.
SMILES,Abeta yeast res,GLP-1R inv ag,FUS suppressor,PTHR1 agonist,aSyn yeast inh,Akt phos inh,TDP43 rescue,Mm-Cpn inhibitor,HEK293 tox
Cc1ccccc1OCC(=O)NCCCNC(=O)c1ccco1,-19%,1%,-3%,1%,-4%,i,-15%,-1%,-1%
CCn1c(CNC(=O)c2cc(OC)c(OC)c(OC)c2)cc2ccccc21,9%,-26%,34%,i,5%,i,-6%,0%,-2%
Cc1nn2c(C)c(C(=O)N3CCN(c4ccccc4)CC3)cnc2c1-c1ccccc1,?,-32%,?,i,/,/,?,/,-2%
c1ccc2c(-c3cc(NCc4ccncc4)n4nccc4n3)cccc2c1,-14%,34%[activator],-8%,-1%,5%,i,5%,/,2%
CCc1ccc(C(=O)C(C)OC(=O)c2nn(C)c(=O)c3ccccc23)cc1 (stereo unspecified),-4%,0%,?,-39%[inhibitor],-4%,i,18%,0%,-5%
CC(NC=C1C(=O)OC(C)(C)OC1=O)C(=O)O (stereo unspecified),-5%,-21%,-9%,i,3%,i,4%,2%,-7%
Cc1cc(C)n(-c2nc3ccccc3c(=O)n2OCC(=O)OCc2ccccc2)n1,2%,?,14%,-7%,-5%,i,9%,-3%,-15%
CN(C)C(=O)N1CCCC(C(=O)NCc2ccccc2Cl)C1 (stereo unspecified),4%,-5%,11%,i,-7%,i,-15%,0%,-9%
COc1ccc(CN(C(=O)c2ccc(OCC(C)C)cc2)C2CCS(=O)(=O)C2)cc1 (stereo unspecified),-10%,-13%,40%,i,/,/,9%,/,6%
CC(C)NC(=O)c1onc(CSc2ccncc2)c1C(=O)NC(C)C,1%,2%,-16%,-2%,0%,i,1%,/,-11%
CN(c1ccccc1C(=O)Nc1cccc([N+](=O)[O-])c1)S(C)(=O)=O,10%,2%,-1%,i,0%,i,10%,-2%,-3%
COc1ccc(CNC(=O)CN(C(=O)CCC(=O)Nc2ccccn2)c2cccc(C)c2)cc1,1%,?,20%,i,-2%,i,-16%,1%,9%
CCOc1ccccc1C1C(C#N)=C(N)SC(N)=C1C#N,-4%,9%,19%,-6%,-4%,?,5%,-7%,4%
COC(=O)c1[nH]c2ccccc2c1NC(=O)/C=C/c1ccc2c(c1)OCO2,11%,20%,25%,-18%,1%,i,20%,0%,-1%[1.53 µM]
CCC(CO)Oc1cc(NCc2ccc(Cl)cc2)c2ncn(C(C)C)c2c1 (stereo unspecified),-2%,19%,23%,i,3%,i,22%,0%,-14%
Cc1ccc(-n2nc(C(=O)NCc3ccc(C)o3)c3c4ccccc4n(C)c3c2=O)cc1,-2%,-13%,0%,-15%[57.5 µM],0%,i,9%,1%,-9%
CN(C)C(CNC(=O)c1ccc(-c2ccccc2)cc1)c1ccccc1 (stereo unspecified),-6%,?,15%,i,8%,i,-21%,1%,-8%
CC(C)N1C(=O)N(c2ccc(Cl)cc2)C(C)(O)CC1(C)C (stereo unspecified),6%,32%[activator],?,i,9%,i,7%,0%,42%[activator]
Cc1ccc(C)c(N2CCN(S(=O)(=O)c3ccc4[nH]c(=O)ccc4c3)CC2)c1,-9%,3%,-26%,i,8%,i,13%,-2%,-17%
Cc1cc(Nc2ccc3c(c2)OCCO3)n2nc(C)nc2n1,4%,14%,-3%,-23%,1%,i,3%,0%,-6%
CCN1C=C(C(C)=O)C(=O)CC1,9%,6%,-16%,i,4%,i,14%,/,-8%
CCc1ccc(CNC(=O)c2ccc(CS(=O)(=O)Cc3cccc(C)c3)o2)cc1,4%,?,-17%,-34%[inhibitor],/,/,17%,/,2%
COc1ccc(N(C(=O)c2ccco2)C(C(=O)NC2CCCC2)c2ccncc2)cc1 (stereo unspecified),6%,23%,4%,i,-1%,i,-11%,1%,6%
O=C(N/C(=C\c1ccccc1Cl)C(=O)N1CCOCC1)c1ccc([N+](=O)[O-])cc1,-10%,19%,12%,-60%[inhibitor],-2%,i,-4%,0%,1%
COc1ccccc1[C@]1(C)ON(c2ccccc2C(F)(F)F)C1=O,-42%[inhibitor],?,-23%,-47%[inhibitor],-10%,i,?,0%,?
c1ccc2c(CSc3nnc(-c4ccncc4)o3)cccc2c1,4%,6%,36%,-22%[57.5 µM],3%,i,29%,-2%,2%
CCOC(=O)C(C)(C)n1nnc(-c2ccc([N+](=O)[O-])cc2)n1,-8%,-13%,5%,-24%,-1%,i,10%,0%,7%
O=C(/C=C/c1ccc(S(=O)(=O)N2CCOCC2)cc1)NC(=S)Nc1ccc(N2CCOCC2)cc1,-10%,0%,/,-39%[inhibitor],-13%,i,1%,0%,2%
Nc1cc(=O)[nH]n1C1CCCC1,4%,6%,-11%,0%,1%,i,-15%,-4%,2%
CC1CCCN(c2ccc(C(=O)Nc3nnc(C4CC4)s3)cc2[N+](=O)[O-])C1 (stereo unspecified),4%,-6%,4%,-18%,6%,i,0%,2%,-7%
O=C(CSc1nc2cc(Cl)ccc2s1)NCC1CCCO1 (stereo unspecified),19%,3%,14%,-23%,8%,i,20µM*,-2%,1%
Cc1cc(C(=O)Nc2c(F)cc(F)cc2Br)n(-c2ccccc2)n1,3%,21%,32%,i,0%,i,8%,1%,2%
O=C(c1ccc(N2CCNCC2)cc1)c1cccnc1,-9%,-18%,-4%,-6%,-6%,i,8%,/,18%
O=C(NCc1ccccn1)c1ccc(OC2CCN(Cc3cccs3)CC2)cc1,/,-9%,42%,i,1%,i,16%,-1%,-5%
COc1ccccc1CNC(=O)CNC(=O)c1sc2ccccc2c1Cl,11%,?,21%,-8%,1%,i,?,-8%,-9%
COc1ccc(Cn2c(CO)cnc2SCc2ccccc2C)cc1,-7%,-8%,5%,-48%[inhibitor],/,/,13%,/,2%
NS(=O)(=O)c1ccc2nc(NC(=O)c3ccncc3)sc2c1,-4%,10%,12%,-7%,-6%,i,-22%,0%,1%
CCc1ccc(-c2c(C)sc(NC(=O)C3CCC3)c2C#N)cc1,-6%,8%,-6%,i,0%,i,4%,2%,1%[1.53 µM]
Cc1ccc2c(c1)c1c(n2CC(O)CN2CCCCC2C)CCCC1 (stereo unspecified),9%,?,14%,20%,0%,i,6%,1%,?
Nc1ccc(C#Cc2c(-c3ccsc3)oc3ccc(N4CCOCC4)cc23)cc1,4%,-26%,19%,i,11%,i,?,/,-8%
CCOC(=O)c1cc(C(=O)c2cc(F)ccc2O)coc1=N,-13%,3%,16%,-5%,6%,i,-9%,1%,-7%
Cc1ccc(-n2nc3ccc(NC(=O)COc4ccccc4C)cc3n2)cc1,-5%,9%,-15%,-12%,/,/,17%,/,2%
O=C(O)C1CCCN1S(=O)(=O)c1ccc(Br)s1 (stereo unspecified) (tested in a mixture with another compound),1%,-1%,23%,-4%,1%,i,0%,0%,3%
Cc1nc(COc2cccc(Cl)c2)sc1C(=O)/C=C/N(C)C,-69%[inhibitor],-30%,?,i,-58%[inhibitor],i,-27%,-24%,-6%
COc1cc([N+](=O)[O-])cc([N+](=O)[O-])c1NC(=O)N1CCOCC1,-18%,14%,-22%,?,5%,i,-3%,-1%,-17%
Cc1cnc(C(=O)OC(C)C(=O)NC2CCCc3ccccc32)cn1 (stereo unspecified),4%,-6%,-13%,i,3%,i,8%,1%,-3%
Cc1ccc(S(=O)(=O)n2nc(OC(=O)c3cccs3)cc2N)cc1,5%,2%,20%,9%,8%,i,1%,1%,-6%
COc1ccccc1NC(=O)c1oc2ccccc2c1NC(=O)c1ccc(S(=O)(=O)N(C)C)cc1,-20%,47%[activator],-10%,-24%,/,/,16%,/,0%
CC(=O)c1c(N2CCN(Cc3ccc4c(c3)OCO4)CC2)nc(=S)n(-c2ccccc2)c1C,10%,-2%,12%,-24%[57.5 µM],4%,i,-4%,0%,-11%
O=C(Cc1ccccc1)CC1(O)C(=O)Nc2ccccc21 (stereo unspecified),-19%,7%,-2%,i,-1%,i,-27%,-1%,-1%

# Grouped by structure, the entries above containing a cyano group (2)
SMILES,Abeta yeast res,GLP-1R inv ag,FUS suppressor,PTHR1 agonist,aSyn yeast inh,Akt phos inh,TDP43 rescue,Mm-Cpn inhibitor,HEK293 tox
CCOc1ccccc1C1C(C#N)=C(N)SC(N)=C1C#N,-4%,9%,19%,-6%,-4%,?,5%,-7%,4%
CCc1ccc(-c2c(C)sc(NC(=O)C3CCC3)c2C#N)cc1,-6%,8%,-6%,i,0%,i,4%,2%,1%[1.53 µM]

# Following part:
SMILES,Abeta yeast res,GLP-1R inv ag,FUS suppressor,PTHR1 agonist,aSyn yeast inh,Akt phos inh,TDP43 rescue,Mm-Cpn inhibitor,HEK293 tox
Cc1cc(NC(=O)CSc2nnc3ccc(-c4ccccc4)nn23)no1,-4%,1%,5%,i,3%,i,9%,/,-7%
CC(C)CCNC(=O)c1cc(S(=O)(=O)N2CCC3(CC2)OCCO3)ccc1F,12%,-15%,-1%,-45%[inhibitor],4%,i,22%,/,0%
Cc1ccccc1OCC(=O)Nc1nnc(-c2ccncc2)s1,-5%,-20%,24%,6%,-6%,i,-22%,0%,13%
COCCN(C(=O)CCC(=O)Nc1cc(C)on1)C(C(=O)NC(C)(C)C)c1ccccc1Cl (stereo unspecified),18%,-3%,7%,i,4%,i,1%,-2%,-12%

# Screening data: PubChem BioAssay, National Center for Advancing Translational Sciences (NCATS)
